Assay outcomes as filed in PubChem.
phage Ecoli inh = growth loss of phage-infected E. coli, primary screen, RecBCD inhibitor project, absorbance, with phage, HTS; inhibition, % at 11.9 µM; hit rate 0.26% among 360,000; AID 651602, 2012; in the data active = inhibition above about 11%
E coli growth = E. coli V3065 growth inhibition, primary screen, counter-screen for AddAB inhibitor project, absorbance, OD600 | 18 h | inhibition, % at 11.9 µM | hit rate 0.27% among 330,000 | AID 449728, 2010;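 active = inhibition above the campaign's mean inhibition across all tested compounds plus 3 SD, cut at about 9.9% in these data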;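 also: uninfected addAB+ strain grown without phage in ampicillin broth; 0% = DMSO wells and 100% = ciprofloxacin 0.95 µg/ml wells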
HTR5A inv ag = HTR5A inverse agonists in luminescence cell assay, primary screen, counter-screen for OPRM1-OPRD1 heterodimer inverse agonist project, full-deck HTS; hit rate 0.083% among 340,000; 5-hydroxytryptamine receptor 5A (Homo sapiens), P47898; inhibition, % at 9.3 µM; HTR5A cell line, inverse agonism; in the data active = inhibition mostly above about 23%, no sharp cut-off; inactive = mostly below about 18%;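 also: 0% = cells with DMSO and 100% = no-cell wells with DMSO; some compounds called inactive have numbers as strong as hits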
Target sequence (P47898 whole entry, looked up): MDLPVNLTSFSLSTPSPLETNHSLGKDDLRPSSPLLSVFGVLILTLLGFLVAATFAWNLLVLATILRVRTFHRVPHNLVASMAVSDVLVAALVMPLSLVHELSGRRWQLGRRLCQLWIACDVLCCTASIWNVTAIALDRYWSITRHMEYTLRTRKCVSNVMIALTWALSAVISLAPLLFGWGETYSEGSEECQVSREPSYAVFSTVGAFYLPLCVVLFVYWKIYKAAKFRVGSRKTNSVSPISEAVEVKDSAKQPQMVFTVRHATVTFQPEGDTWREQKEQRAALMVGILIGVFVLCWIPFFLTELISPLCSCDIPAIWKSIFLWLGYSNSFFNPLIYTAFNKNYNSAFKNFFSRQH
PfHsp90 set2 = growth inhibition of PfHsp90-expressing yeast, primary screen, antimalarial PfHsp90 inhibitor project, S. cerevisiae, BacTiter-Glo luminescence, single point, set 2 | BacTiter-Glo ATP, 48 h; yeast lacking PDR1 and PDR3 efflux regulators | AID 504621, 2011 | hit rate 0.32% among 310,000 | inhibition, % at 9.4 µM;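 active = every replicate shows inhibition above about 80%, whatever the replicate mean, limit read from the data; inconclusive = mean inhibition reaches the set limit but some replicate falls short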;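 also: 0% = DMSO neutral controls and 100% = 20 µM radicicol positive controls; yeast relying on Plasmodium falciparum Hsp90 in place of its own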
PKA-R2B act = activators of PKA-R2B holoenzyme, primary screen, biochemical, fluorescence polarization, Cy5-IP20, human | cAMP-dependent protein kinase catalytic subunit beta (Homo sapiens) + cAMP-dependent … | PKA-R2B holoenzyme dissociation; R2B truncated from residue 108, S112A mutant; 0% DMSO only, 100% 113 µM cGMP | activation, % at 11.4 µM | hit rate 0.079% among 340,000;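 active = activation above a cutoff set at the mean over all compounds plus 3 SD, cut at about 18% in these data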;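 also: higher means more holoenzyme dissociation and a rise in polarization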
Target sequence (P31323 whole entry, looked up, other chains not shown, the tested form may be a part): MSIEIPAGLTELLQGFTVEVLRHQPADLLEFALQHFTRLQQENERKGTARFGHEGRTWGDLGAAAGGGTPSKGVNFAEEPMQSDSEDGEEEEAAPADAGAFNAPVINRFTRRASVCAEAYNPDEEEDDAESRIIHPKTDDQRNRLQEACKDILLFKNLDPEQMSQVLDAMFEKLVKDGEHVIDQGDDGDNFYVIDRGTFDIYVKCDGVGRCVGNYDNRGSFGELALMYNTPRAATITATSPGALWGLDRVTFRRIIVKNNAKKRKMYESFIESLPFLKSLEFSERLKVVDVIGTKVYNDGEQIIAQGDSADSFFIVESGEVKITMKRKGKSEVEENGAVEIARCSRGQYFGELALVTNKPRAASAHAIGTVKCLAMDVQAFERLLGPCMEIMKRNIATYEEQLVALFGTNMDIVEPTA
SUMO Mot1 rescue = yeast Mot1-301 growth rescue at high temperature, primary screen, SUMOylation pathway inhibitor project, S. cerevisiae, ATP luminescence, 38.5C; S. cerevisiae Mot1-301 growth rescue; percent above DMSO median, 100 means doubled; growth rescue, % at 18.8 µM; hit rate 1% among 320,000;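 active = every valid replicate shows activation above 250% relative to neutral control wells; inactive = the rest, any valid replicate at or below 250%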;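 also: OY570 slx delta 5 strain wells were the positive control but not used for scaling; some compounds called inactive have numbers as strong as hits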
MOR-DOR inv ag = inverse agonists of MOR-DOR heterodimerization, primary screen, cell-based, luminescence; cell-based MOR-DOR heterodimer luminescence, inverse agonism; Mu-type opioid receptor (Homo sapiens) + Delta-type opioid receptor (Homo sapiens), …; inhibition, % at 9.3 µM; hit rate 0.21% among 340,000; in the data active = inhibition above about 22%, passing the limit was not always enough;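 also: 0% = cells with DMSO and 100% = wells without cells with DMSO; values of inactives mirror those of a sister screen read the other way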
Tat transport = E. coli Tat export inhibitors, primary screen, MC4100, TorA-mCherry reporter, fluorescence, single point; inhibition, % at 10 µM; hit rate 0.036% among 340,000; AID 488895, 2010;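 active = mean replicate inhibition at least 50% and at least half of replicates individually reaching 50%; inconclusive = only one of the two criteria met; inactive = neither criterion met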;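 also: exported cargo escapes ClpAP degradation while cytoplasmic cargo is degraded and loses fluorescence; 0% = median of neutral control wells and 100% = median of NaSCN control wells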
AddAB inh = growth inhibition of E. coli expressing H. pylori AddAB, primary screen, AddAB inhibitor project, absorbance; inhibition, % at 11.9 µM; hit rate 0.29% among 330,000; in the data active = inhibition above about 12%;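 also: 0% = vehicle wells of infected cells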
PKA-R1A activ = activators of PKA-R1A holoenzyme, primary screen, biochemical, fluorescence polarization, Cy5-IP20, bovine R1A, mouse PKAc. cAMP-dependent protein kinase type I-alpha regulatory subunit (Bos taurus) + …. PKA-R1A dissociation; scaled: DMSO 0%, 113 µM cGMP 100%. activation, % at 11.4 µM. hit rate 0.083% among 340,000. AID 504707, 2011;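 active = percent activation above the mean of all tested compounds plus 3 SD, cut at about 19% in these data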;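 also: higher means more PKAc released from R1A so a rise in polarization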
OPRM1-OPRD1 ag = agonists of OPRM1-OPRD1 heterodimerization, primary screen, cell-based, luminescence; cells; activation, % at 9.3 µM; Mu-type opioid receptor (Homo sapiens) + Delta-type opioid receptor (Homo sapiens), …; hit rate 0.3% among 340,000; in the data active = activation above about 18%;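 also: 0% = vehicle-treated cells and 100% = reference agonist; values of inactives mirror those of a sister screen read the other way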
* hit, by the source's call; ? = inconclusive; . = no result given.

SMILES	phage Ecoli inh	E coli growth	HTR5A inv ag	PfHsp90 set2	PKA-R2B act	SUMO Mot1 rescue	MOR-DOR inv ag	Tat transport	AddAB inh	PKA-R1A activ	OPRM1-OPRD1 ag
O=C(CN1N=C(c2ccccc2)CCC1=O)NCc1cccs1	-1.5	0.0	-4.6	-11.0	-2.7	4.8	11.1	4.6	1.4	-14.9	-2.1
COc1cc(OC)cc(C(=O)NN2CCOCC2)c1	0.1	2.4	-8.3	-3.4	-8.5	-13.2	14.6	-7.4	2.6	-10.1	-2.8
O=C1OCCC/C1=C\c1ccc2c(c1)OCO2	1.2	0.8	6.8	1.0	-11.1	6.8	8.0	3.9	-0.5	-15.6	-1.6
COc1ccc(CC(=O)NCc2ccc3c(c2)cc(C)n3C)cc1	3.1	1.4	-8.7	3.7	-4.9	-8.8	0.7	9.4	-1.0	-4.6	-0.1
COc1ccc(Cl)cc1S(=O)(=O)NCc1nc2nc(C)cc(C)n2n1	2.0	2.4	1.0	-15.8	-3.5	-2.2	5.1	-3.4	-3.2	-7.2	-0.9
NS(=O)(=O)c1ccc(Nc2ccc3cc(S(=O)(=O)N4CCCCC4)ccc3n2)cc1	0.4	3.5	6.1	19.0	1.4	222.8	-4.9	4.3	2.0	6.8	1.0
O=C(CSc1nnc(NC(=O)C2CC2)s1)Nc1ccccc1C(F)(F)F	-1.1	1.0	-3.0	-4.9	2.9	108.3	13.1	-6.7	3.4	-9.7	-2.0
COc1ccc(CCC(=O)NCCS(=O)(=O)N2CCN(c3ccc(OC)cc3)CC2)cc1	3.6	-0.6	-6.8	-10.6	1.1	17.4	-2.0	2.1	-0.8	-2.6	0.4
CCOc1ccc(-c2noc(CCC(=O)NC)n2)cc1OCC	2.2	0.6	-20.0	-14.6	1.6	-11.1	17.2	-3.4	-0.4	-1.8	-3.3
Cc1cnc(NC(=O)c2cc3ccccc3o2)s1	4.6	-2.9	5.9	-19.8	-2.6	-13.3	13.1	2.2	-1.2	0.0	-2.6
CCC(=O)Nc1ccc(-c2nnc(SCc3ccc(C(=O)Nc4nccs4)cc3)n2CC)cc1	2.4	-0.8	6.3	1.1	-11.7	1.6	-0.8	-2.0	2.4	-11.9	0.1
O=C(Nc1ccc(-c2nc3ccccc3o2)cc1)c1ccc2c(c1)OCO2	1.8	2.4	-18.9	2.7	-14.6	-14.5	-44.7	-6.4	1.1	-11.5	8.2
O=CN1CC(=O)N(c2ccccc2)c2c([nH]c3ccccc23)C1	1.7	-1.4	-3.5	12.8	-5.6	624.3	10.3	-3.5	-0.5	4.7	-2.1
CN(C)CCNCc1ccc(OC2CCCC2)cc1	0.2	-0.7	-14.0	-12.0	2.7	16.5	11.9	2.6	-2.4	-1.7	-2.3
COc1ccc(-c2nc3ccccc3s2)cc1O	1.8	0.8	8.0	14.3	-8.3	2.9	-6.5	8.7	3.2	-15.0	1.3
CN(C)/C=C/C(=O)c1ccc2noc(-c3ccccc3)c2c1	2.0	-2.2	-30.5	105.5*	2.3	-5.6	-7.4	-1.7	-1.1	3.2	1.3
Cc1cc(O)cc2c1C1CCC3(C)C(O)CCC3C1C=C2 (stereo unspecified)	4.1	.	9.5	-9.3	2.4	.	3.0	8.0	.	-1.5	-0.6
CCOC(=O)C1=C(C)N(C2CCCCC2)C(=O)C1	4.0	1.1	2.7	-2.1	4.9	-9.8	13.5	-6.3	-1.1	-5.8	-2.4
Cc1ccc(C(=O)N2CC(C(=O)O)C2)cc1	2.6	0.1	.	1.2	.	12.9	.	-1.8	3.5	.	.
COc1ccccc1CNC(=O)CCc1ccccc1	0.9	3.8	10.0	-5.8	12.6	23.1	8.0	-2.0	6.2	-8.3	-1.7
COC(=O)c1sccc1NC(=O)COc1ccc(C)cc1	4.6	0.7	-1.3	-11.5	8.2	-11.9	-25.8	-0.9	-0.9	1.4	5.0
CC(=O)C1=C(O)C(=O)OC1c1ccc(C)cc1 (stereo unspecified)	3.0	-0.2	-5.0	-6.3	1.3	-8.5	12.7	-4.4	2.4	-3.2	-2.5
Oc1ccc2ccccc2c1C=NC12CN3CCN(CN(C3)C1)C2	-1.4	-1.7	-3.0	.	7.6	408.5	-21.0	-1.0	1.4	-3.5	4.2
Cc1cccc(C)c1NC(=O)CNC(=O)c1ccc(NS(=O)(=O)c2ccc3[nH]c(=O)[nH]c3c2)cc1	1.3	4.2	-20.1	-22.1	7.2	2.7	25.2	-4.2	0.9	-12.2	-5.2
Cc1ccc2c(COC(=O)c3ccccc3F)cc(=O)oc2c1	1.8	3.1	-8.2	-1.7	-5.8	-2.9	2.0	8.5	3.5	4.8	-0.3

Structural class, those above with a halogen (three)
SMILES	phage Ecoli inh	E coli growth	HTR5A inv ag	PfHsp90 set2	PKA-R2B act	SUMO Mot1 rescue	MOR-DOR inv ag	Tat transport	AddAB inh	PKA-R1A activ	OPRM1-OPRD1 ag
COc1ccc(Cl)cc1S(=O)(=O)NCc1nc2nc(C)cc(C)n2n1	2.0	2.4	1.0	-15.8	-3.5	-2.2	5.1	-3.4	-3.2	-7.2	-0.9
O=C(CSc1nnc(NC(=O)C2CC2)s1)Nc1ccccc1C(F)(F)F	-1.1	1.0	-3.0	-4.9	2.9	108.3	13.1	-6.7	3.4	-9.7	-2.0
Cc1ccc2c(COC(=O)c3ccccc3F)cc(=O)oc2c1	1.8	3.1	-8.2	-1.7	-5.8	-2.9	2.0	8.5	3.5	4.8	-0.3

Back to the main list, starting 2 compounds before the break.
SMILES	phage Ecoli inh	E coli growth	HTR5A inv ag	PfHsp90 set2	PKA-R2B act	SUMO Mot1 rescue	MOR-DOR inv ag	Tat transport	AddAB inh	PKA-R1A activ	OPRM1-OPRD1 ag
Cc1cccc(C)c1NC(=O)CNC(=O)c1ccc(NS(=O)(=O)c2ccc3[nH]c(=O)[nH]c3c2)cc1	1.3	4.2	-20.1	-22.1	7.2	2.7	25.2	-4.2	0.9	-12.2	-5.2
Cc1ccc2c(COC(=O)c3ccccc3F)cc(=O)oc2c1	1.8	3.1	-8.2	-1.7	-5.8	-2.9	2.0	8.5	3.5	4.8	-0.3
Cc1cc(C)cc(N(CC(=O)NCc2ccc(F)cc2)C(=O)CCC(=O)Nc2ccccn2)c1	0.1	-1.2	-4.5	6.9	12.8	10.9	-11.8	0.6	1.3	-3.4	1.4
COc1cc(-c2nnc(SCC(=O)NC3CCS(=O)(=O)C3)o2)cc(OC)c1OC (stereo unspecified)	1.7	0.6	-13.8	8.8	-7.5	5.7	4.7	-2.9	-2.9	-0.3	-1.0
O=Cc1ccccc1OCCOc1ccc([N+](=O)[O-])cc1	1.9	-3.2	-2.2	9.5	-1.2	-4.8	21.5	-5.0	3.2	-9.1	-4.6
Cc1nc(C(F)(F)F)ccc1C(=O)Nc1ccccc1F	3.7	-0.5	4.0	-10.1	-5.3	-5.5	9.3	-9.0	-0.4	-8.5	-1.9
CCCn1c(CCNc2nc(-c3ccc(OC)cc3)cs2)nc2ccccc21	0.6	-0.2	17.1	5.4	-3.8	-0.1	11.1	-7.6	1.9	-9.5	-2.0
CC1(C)CC(NC(=O)c2ccc(-c3ccc([N+](=O)[O-])cc3)o2)CC(C)(C)N1	1.2	0.3	18.6	-10.8	-1.3	-8.3	2.0	?	-2.0	-7.1	-0.3
CC1=NN(C(N)=S)C(=O)C1N=Nc1c(C)cc(C)cc1C (stereo unspecified)	2.0	7.7	1.7	-31.8	-2.6	-16.8	5.5	-5.2	0.9	-4.5	-1.0
CCc1nnc(NC(=O)CSc2nccn2-c2cccc(C)c2)s1	0.5	-0.1	-8.2	-1.7	2.8	4.3	-2.2	5.5	0.6	-3.0	0.4
Fc1cc(F)cc(NC(=S)N2CCN(c3ncccn3)CC2)c1	3.2	0.4	-1.5	1.9	4.9	7.7	5.7	-11.0	-0.6	-9.0	-1.1
CNC(=O)CN(C1CCCCC1)S(=O)(=O)c1ccc(F)cc1	5.7	-0.4	-16.3	.	-2.5	-24.8	9.7	2.7	0.9	-2.2	-1.6
O=C(CCNC(=O)c1ccccc1Cl)Nc1nc2ccccc2s1	2.3	1.2	0.5	-6.2	4.6	8.3	-0.5	8.1	1.9	-0.7	0.1
O=C(NCc1nnnn1-c1ccc(F)c(F)c1)c1ccc2ccccc2c1	1.3	0.8	-14.6	1.3	-13.8	-1.7	-29.2	0.0	1.0	-8.8	4.3
CCc1c(C)sc(NC(=O)c2ccco2)c1C#N	3.9	.	3.9	4.0	-9.3	.	12.0	5.7	.	-4.3	-2.3
COc1c(Cl)cc(Cl)cc1C(=O)n1nc(C)cc1C	2.9	1.9	2.3	6.7	-2.9	7.2	-9.6	-2.0	3.4	-7.0	2.3
Cc1ccc(SCC(=O)NNC(=O)c2ccccc2)c(C)c1	-0.1	1.3	14.8	-3.6	-17.2	12.9	-2.8	-0.3	0.9	-9.5	0.4
CCOc1cc(CNn2nnnc2N)ccc1OCC(=O)NC(C)(C)C	0.2	-1.8	-7.8	.	-9.6	6.2	12.2	-3.8	3.4	3.7	-2.5
O=C(NCc1ccccc1Cl)c1ccccc1CCc1ccccc1	5.0	-2.2	5.3	12.5	-1.4	5.6	-7.7	7.0	4.0	4.7	1.2
